A-T KAP1 phos: potential ataxia-telangiectasia treatment. […] A-T fibroblasts, KAP-1 phosphorylation AlphaLISA; neocarzinostatin DNA damage 30 min before lysis. Potency, µM (titrated, usually from 57.5 µM), for the others: top-dose activation, most hits filed as activators. hit rate 0.19% among 320,000. AID 485349; further: potency means the concentration at half of the fitted maximal effect; % of control where 0% means no effect; nearly all actives have a fitted effect of over 45% in size
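ATM-like activity read as KAP-1 phosphorylation via AlphaLISA donor/acceptor antibody pairs after lysis and 6 hr at 25C. Cells were ATM-null patient fibroblasts ([…], hTERT), dosed 60 min, then exposed to the DSB inducer NCS for 30 min.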
Mito fusion act: inhibitors of mitochondrial division or activators of mitochondrial fusion. S. cerevisiae fusion-defective mutant growth rescue, CellTiterGlo 48 h. AID 485298. hit rate 0.23% among 320,000. Potency, µM (doses to about 46.1 µM), without a hit: at the highest dose growth rescue (activation), actives largely listed as activators;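 further: potency means the concentration at half of the fitted maximal effect; % of control where 0% means no effect; nearly all actives have a fitted effect of over 45% in size; temperature-sensitive fusion mutants such as fzo1-1 at 37 °C on non-fermentable ethanol glycerol medium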
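Read-out: ATP-based luminescence (CellTiterGlo, 10 min ambient) reporting growth of fusion-defective ts yeast after 48 hours at 37C on glycerol/ethanol YPEG medium in the presence of compound.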
Eya2 phos inh: Eya2 (human) phosphatase inhibition. O00167. recombinant Eya2, OMFP fluorescence dephosphorylation (OMFP is methylfluorescein phosphate). Potency, µM (doses to about 76.9 µM), without a hit: top-dose activity, negative = inhibition, most hits filed as inhibitors. hit rate 0.006% among 330,000. AID 488837; further: potency means the concentration at half of the fitted maximal effect; on the % scale 0 is the no-effect control and ±100 the full control effect
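Eya2 protein (added as 0.2 uM solution) was preincubated with compound for 10 min at ambient temperature in 50 mM HEPES pH 7.5, 50 mM NaCl, 5 uM MgCl2, 0.05% BSA, 1 mM DTT. OMFP (added at 50 uM) then reacted 10 min; fluorescence read at 485/525 nm.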
hERG WT inh: blocks the wildtype human KCNH2 potassium channel; U2OS, BacMam KCNH2, thallium flux FluxOr; active compounds read low; activity change, % at 1.84 µM; hit rate 0.37% among 340,000; AID 720551;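 active means maximum activity change below -70%; inconclusive means maximum activity change between -70% and -50%; inactive means maximum activity change above -50%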; further: on the % scale 0 is the no-effect control and ±100 the full control effect
Target sequence (Q12809 whole entry, looked up): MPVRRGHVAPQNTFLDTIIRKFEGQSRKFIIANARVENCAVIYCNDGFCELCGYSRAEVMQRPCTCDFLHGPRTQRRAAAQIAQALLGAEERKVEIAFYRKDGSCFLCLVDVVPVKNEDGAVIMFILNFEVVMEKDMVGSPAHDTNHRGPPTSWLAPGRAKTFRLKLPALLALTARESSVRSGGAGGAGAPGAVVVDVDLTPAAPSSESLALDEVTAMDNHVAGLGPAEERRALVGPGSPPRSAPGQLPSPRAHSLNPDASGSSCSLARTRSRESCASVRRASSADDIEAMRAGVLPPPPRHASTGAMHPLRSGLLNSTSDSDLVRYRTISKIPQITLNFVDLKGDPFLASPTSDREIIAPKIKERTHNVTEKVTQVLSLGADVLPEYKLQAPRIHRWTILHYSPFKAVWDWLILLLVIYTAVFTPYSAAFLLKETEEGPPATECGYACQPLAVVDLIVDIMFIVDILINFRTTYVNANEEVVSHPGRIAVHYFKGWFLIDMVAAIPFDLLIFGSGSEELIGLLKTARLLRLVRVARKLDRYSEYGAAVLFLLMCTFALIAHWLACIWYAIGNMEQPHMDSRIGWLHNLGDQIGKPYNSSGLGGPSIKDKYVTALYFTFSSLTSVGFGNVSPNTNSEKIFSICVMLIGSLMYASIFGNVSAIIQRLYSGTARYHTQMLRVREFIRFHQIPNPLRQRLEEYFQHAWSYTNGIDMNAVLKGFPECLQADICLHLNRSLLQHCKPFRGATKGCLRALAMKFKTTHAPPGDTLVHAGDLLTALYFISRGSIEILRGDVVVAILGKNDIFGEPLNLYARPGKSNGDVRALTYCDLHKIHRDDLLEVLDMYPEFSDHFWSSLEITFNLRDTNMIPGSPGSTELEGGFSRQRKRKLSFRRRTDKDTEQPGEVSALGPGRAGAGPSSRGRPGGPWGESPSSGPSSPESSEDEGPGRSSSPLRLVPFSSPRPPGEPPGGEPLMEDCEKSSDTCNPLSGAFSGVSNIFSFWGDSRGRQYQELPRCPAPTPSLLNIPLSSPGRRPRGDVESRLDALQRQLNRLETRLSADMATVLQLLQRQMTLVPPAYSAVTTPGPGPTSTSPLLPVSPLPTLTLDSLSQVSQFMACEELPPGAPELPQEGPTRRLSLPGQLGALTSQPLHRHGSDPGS
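U2OS cells transduced with wild-type KCNH2 virus are loaded with FluxOr dye for 45 min, and thallium flux is measured in kinetic reads before and after stimulation buffer. Rate constants are normalized to DMSO controls.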
USP2a block: inhibitors of human ubiquitin-specific protease USP2a; hit rate 0.01% among 330,000; O75604; USP2 core, Ub-CHOP2 coupled fluorogenic reporter, 485/531; Potency, µM (doses to about 38.3 µM), inactives show top-dose activity change, negative = inhibition, actives largely listed as inhibitors;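 further: potency means the concentration at half of the fitted maximal effect; plate controls were DMSO wells for no effect and full inhibition by NEM control for full effect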
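Deubiquitinase activity read as fluorescence (485/531 nm) after Ub-CHOP2 cleavage activates the enterokinase reporter on its substrate; USP2 core 10nM, Ub-CHOP2 and substrate 25nM each, 30min compound preincubation then 60min RT; data normalized to NEM, curves fitted.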
TCR act: T cell receptor activation. primary human leukocytes, anti-CD3, IL-2 HTRF, 48 h. Potency, µM (highest dose often 9.22 µM), for inactives: top-dose activation of IL-2 secretion, most hits filed as activators. 330,000 tested, under 10 active. AID 504894; further: % of control where 0% means no effect
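TCR engagement came from a-CD3 beads alone, with compounds added to primary human leukocytes for 48 hr. Secreted IL-2 bridged europium cryptate- and d2-labelled anti-IL-2 antibodies, giving FRET emission at 665nm after 320nm excitation.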
KCNH2 3.1 inh: inhibitors of human KCNH2 3.1 potassium channel isoform. U2OS KCNH2 3.1, thallium flux FluxOr; active compounds read low. activity change, % (tested at about 1.8 µM). hit rate 0.95% among 340,000. AID 720553;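 active means maximum activity change below -70%; inconclusive means maximum activity change from -70% to -50%; inactive means maximum activity change above -50%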;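 further: thallium influx rate constant from kinetic fluorescence after stimulation buffer; on the % scale 0 is the no-effect control and ±100 the full control effect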
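U2OS cells transduced with KCNH2 3.1 mutant virus (1.77 x 10^8 /mL, 4 h), plated overnight at 37 C, loaded 45 min with FluxOr dye plus Red40 quencher. Thallium flux rate constant from kinetic reads after stimulation buffer, normalised to controls.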
TRPV1 ag: agonists of human vanilloid receptor 1 (TRPV1). TRPV1-expressing cells, Fluo-8 calcium influx, agonist mode. activation, % at 8.33 µM. hit rate 0.19% among 320,000; in the data active means activation above about 80%; inconclusive means between about 30% and that limit; further: 0% is about no effect
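Cells expressing TRPV1 were dye-loaded with Fluo-8 and read kinetically: 10 s baseline, 3 min after compound (agonist portion), then 2 min after EC20 capsaicin (allosteric enhancer portion). Calcium-bound dye fluorescence at 480/520 nm.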
TSHR antagonist: antagonists of human thyroid stimulating hormone receptor; TSHR-expressing cells, TSH-stimulated cAMP HTRF, 2 h; active compounds read low; activity change, negative = inhibition, % at 11.5 µM; hit rate 0.2% among 330,000; AID 504810;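 active means activity change below a set negative limit, meaning inhibition stronger than a set level, cut at about -70% in these data; inconclusive means activity change between two set negative limits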; further: on the % scale 0 is the no-effect control and ±100 the full control effect
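Antagonism was scored as loss of TSH-driven cAMP in TSHR cells, stimulated with 4nM TSH (EC80) for 2 hours at 37 deg C and detected by homogeneous HTRF competition immunoassay.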
ELG1 DNA repair: ELG1-dependent DNA repair inhibition; HEK293T ELG1-luciferase reporter, luminescence, 16 h; DNA damage induced by 5-fluorouridine; Potency, µM (series often up to 46.1 µM), for inactives: at the highest dose activity change, negative = inhibition, hits mostly inhibitors; hit rate 2.3% among 330,000; AID 504467; further: potency means the concentration at half of the fitted maximal effect; on the % scale 0 is the no-effect control and ±100 the full control effect; nearly all actives have a fitted effect of over 55% in size
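5-Fluorouridine DNA damage + compound/DMSO, 2,000 cells/well, 16 h, 37 °C/5% CO2. ONE-Glo, 30 min RT, luminescence. Readout = decrease in reporter signal.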
* = called active by the depositor; ? = inconclusive; · = not tested or not shown; & = joins results of further samples; [ ] = dose if it differs, or a comment. Unless noted, the call rests on the fitted dose curve; in most records, active means well fitted curve in the direction sought with a large enough effect; inconclusive means small, poorly fitted or top-dose-only effect, or another doubt; inactive means no such curve, though single readings can be large; an effect the other way counts as inactive or inconclusive. An excerpt; the hit share may differ from the screen's.

SMILES	A-T KAP1 phos	Mito fusion act	Eya2 phos inh	hERG WT inh	USP2a block	TCR act	KCNH2 3.1 inh	TRPV1 ag	TSHR antagonist	ELG1 DNA repair
Cc1ccc(NC(=O)CN(C)Cc2cccs2)cc1Cl	5%	-3%	-9%	11	-1%	-2%	-35	6	1	-1%
O=C(O)c1ccc(/C=N\Nc2ccc(S(=O)(=O)N3CCOCC3)cc2[N+](=O)[O-])cc1	0%	2%	-3%	2	0%	3%	-19	2	-5	4%
CC(=O)OCc1c(C(F)(F)F)nn(C)c1SCc1ccc(Cl)cc1	10%	3%	-18%	3	-5%	-3%	·	-1	-6	5%
CCOC(=O)Cn1c2c(c(=N)c3c1CCC3)CCC2	9%	-1%	23%	5	1%	-3%	-15	-1	28	?
O=C(Cc1cccs1)N1CCCC(c2nc(-c3ccc(S(=O)(=O)N4CCCC4)cc3)no2)C1 (stereo not drawn)	-2%	3%	-4%	1	-5%	2%	-5	-2	-3	?
CC(=O)c1c(C)[nH]c(C(=O)Nc2ccc(C)cn2)c1C	·	-1%	-4%	18	-1%	-3%	-1	?	-7	?
COC(=O)c1ccccc1NC(=O)Cn1ccnc1	-1%	6%	13%	5	0%	3%	-2	8	5	10%
Cn1ccc2cc(-c3ccc4ncnc(NCc5cccnc5)c4c3)ccc21	8%	-14%	5%	·	3%	·	·	·	0	·
N#CC1=C(N)Oc2cc(N)ccc2C1c1ccc(F)cc1F (stereo not drawn)	3%	1%	-1%	-5	3%	-3%	-10	5	1	?
Cc1cc(C)n2nc(SCC(=O)Nc3ccccc3F)nc2n1	1%	2%	2%	-13	2%	4%	-10	2	-1	8%
C=CCS(=O)(=O)N1CCCC(N(C)CCc2ccc(OC)c(OC)c2)C1 (stereo not drawn)	-5%	2%	8%	12	0%	1%	-12	-7	24	-18%
CCc1c(C)nc(SCCOc2ccc(OC)cc2)[nH]c1=O	10%	0%	10%	1	2%	0%	0	·	-2	10%
O=C(Nc1cccc(S(=O)(=O)Nc2ccc(Cl)cc2)c1)c1ccc[n+]([O-])c1	21%	3%	?	-3	1%	-3%	-13	-3	5	0%
CCCC[C@]12Cc3ccccc3C(O1)c1c(cc(-c3ccccc3)oc1=O)O2	5%[11.5 µM]	0%[9.22 µM]	-5%[15.4 µM]	·	-1%[7.66 µM]	·	·	?	·	·
O=C(CSc1ccccc1F)NC(=O)c1ccccc1Br	16%	·	-7%	3	2%	-2%[46.1 µM]	12	·	-6	?
CC(C)[N+]1=C2C=CC=CC=C2SC12C([N+](=O)[O-])=CC(=[N+]([O-])[O-])C=C2[N+](=O)[O-] (stereo not drawn)	35%	-1%	-1%	1	0%	5%	29	-6	4	?
COc1ccc(/C=C2\CCC(C3CCCC3)C2=O)c(OC)c1 (stereo not drawn)	4%	5%	6%	-4	1%	-8%	2	4	-3	?
COc1ccc(N/C=C2\C(=O)c3c(sc(C)c3C)N(C)S2(=O)=O)cc1	2%	-4%	13%	-5	0%	-14%	-4	-4	6	?
Cc1ccc(C(=O)NCC(=O)OCC(=O)c2ccc3c(c2)NC(=O)CO3)cc1C	-1%	0%	-8%	7	-1%	0%	?	5	-8	5%
Cc1ccc(CNC(=O)/C=C/c2c(Cl)cccc2Cl)cc1	-4%	-3%	5%	-10	1%	-2%[46.1 µM]	-1	3	-8	14%
CCCCCOc1ccc(CSC(=N)N)cc1[N+](=O)[O-]	-4%	-3%	5%	29	0%	-5%	-96*	-2	9	?
COc1cc(/C=C2/NC(=O)N(Cc3ccccc3F)C2=O)cc(OC)c1OC	-2%	-5%	-1%	0	-1%	8%	-1	-5	-3	-25%
COc1ccc2c(c1)C1=NN(/C(C)=C\C(C)=O)C(c3ccccc3)C1CC2 (stereo not drawn)	8%	13%	-6%	-12	3%	-3%[46.1 µM]	-5	5	-11	?
CCCN1CCN(C(=O)c2cccc3c2C(=O)N(CCOC)C3)CC1	5%	0%	-5%	1	-1%	-161%	-20	-3	-4	15%
O=c1[nH][nH]c(C(F)(F)F)c1C=Nc1ccccc1Cl	4%	3%	-5%	-14	0%	-8%	-9	0	7	-6%

Reformatted: results already given.
Second line of a record – A-T KAP1 phos | Mito fusion act | Eya2 phos inh | hERG WT inh | USP2a block | TCR act | KCNH2 3.1 inh | TRPV1 ag | TSHR antagonist | ELG1 DNA repair
O=C(Nc1cccc(S(=O)(=O)Nc2ccc(Cl)cc2)c1)c1ccc[n+]([O-])c1
→ 21% | 3% | ? | -3 | 1% | -3% | -13 | -3 | 5 | 0%
Cc1ccc(C(=O)NCC(=O)OCC(=O)c2ccc3c(c2)NC(=O)CO3)cc1C
→ -1% | 0% | -8% | 7 | -1% | 0% | ? | 5 | -8 | 5%
CCCCCOc1ccc(CSC(=N)N)cc1[N+](=O)[O-]
→ -4% | -3% | 5% | 29 | 0% | -5% | -96* | -2 | 9 | ?
O=C(CSc1ccccc1F)NC(=O)c1ccccc1Br
→ 16% | · | -7% | 3 | 2% | -2%[46.1 µM] | 12 | · | -6 | ?
CC(C)[N+]1=C2C=CC=CC=C2SC12C([N+](=O)[O-])=CC(=[N+]([O-])[O-])C=C2[N+](=O)[O-] (stereo not drawn)
→ 35% | -1% | -1% | 1 | 0% | 5% | 29 | -6 | 4 | ?

(cont.)
SMILES	A-T KAP1 phos	Mito fusion act	Eya2 phos inh	hERG WT inh	USP2a block	TCR act	KCNH2 3.1 inh	TRPV1 ag	TSHR antagonist	ELG1 DNA repair
C(=N\N1CCOCC1)/c1cn(-c2ccccc2)nc1-c1ccccc1	5%	-4%	-7%	3	-3%	-3%	9	16	17	-20%
CCN(CC)C1=CC2=CC(=C(C#N)C#N)CCC2CC1 (stereo not drawn)	6%	-2%	?	-50	?	7%[46.1 µM]	-97*	0	-16	-8%
COC(=O)C1CCN(C(=O)COc2ccc(Cl)cc2)CC1	-3%	0%	8%	9	3%	-23%	1	3	-3	0%
COc1cc(C(=O)NCc2cccc(Cl)c2)ccc1OCC(=O)N1CCOCC1	7%	-6%	20%	8	0%	-3%	4	1	12	-4%
CCn1cc(CN2CCN(CCC(C)C)C(CCO)C2)c2ccccc21 (stereo not drawn)	3%	-3%	?	17	0%	·	22	0	14	0%
CCN(CC)CCOC(=O)c1cc(Cl)c(N)cc1OC	5%	14%&-5%	3%&2%	-6	-2%	6%	4	1	-15&1	6%
CCCCNC(=O)N(O)C1N(CCCC)C(=O)N(CC(=O)OC)C1(C)C (stereo not drawn)	-1%	-6%	3%	-14	0%	-5%[46.1 µM]	-7	-2	5	?
CC(NC(=O)/C(C#N)=C1\N=C(NC(=O)c2ccco2)c2ccccc21)c1ccccc1 (stereo not drawn)	-1%	0%	56µM*	-13	-2%	-1%	-14	15	29	-6%
Cc1cc(NC(=O)c2ccc(Br)o2)ccc1NC(=O)c1ccco1	1%	-6%	3%	11	2%	4%	2	5	-5	?
OCCN(CCO)CC(O)Cn1c2ccccc2c2ccccc21 (stereo not drawn)	2%	2%	-4%	2	0%	6%	17	-5	14	7%
O=C(Nc1cccc(-c2nc3cc(Cl)ccc3o2)c1)C1CCCO1 (stereo not drawn)	16%	13%	-17%	21	0%	5%	-9	10	-6	?

Five of these compounds in a different format:
structure | A-T KAP1 phos | Mito fusion act | Eya2 phos inh | hERG WT inh | USP2a block | TCR act | KCNH2 3.1 inh | TRPV1 ag | TSHR antagonist | ELG1 DNA repair
CCn1cc(CN2CCN(CCC(C)C)C(CCO)C2)c2ccccc21 (stereo not drawn) | 3% | -3% | ? | 17 | 0% | · | 22 | 0 | 14 | 0%
CCN(CC)CCOC(=O)c1cc(Cl)c(N)cc1OC | 5% | 14%&-5% | 3%&2% | -6 | -2% | 6% | 4 | 1 | -15&1 | 6%
CCCCNC(=O)N(O)C1N(CCCC)C(=O)N(CC(=O)OC)C1(C)C (stereo not drawn) | -1% | -6% | 3% | -14 | 0% | -5%[46.1 µM] | -7 | -2 | 5 | ?
CC(NC(=O)/C(C#N)=C1\N=C(NC(=O)c2ccco2)c2ccccc21)c1ccccc1 (stereo not drawn) | -1% | 0% | 56µM* | -13 | -2% | -1% | -14 | 15 | 29 | -6%
Cc1cc(NC(=O)c2ccc(Br)o2)ccc1NC(=O)c1ccco1 | 1% | -6% | 3% | 11 | 2% | 4% | 2 | 5 | -5 | ?
